Screening results: PubChem BioAssay, several laboratories
CAL PDZ FP-1 = CAL PDZ peptide-binding inhibitors, primary screen, biochemical, fluorescence polarization, Cer-tagged CAL PDZ, HTS; Golgi-associated PDZ and coiled-coil motif-containing protein (Homo sapiens), Q9HD26; inhibition, % at 20 µM; AID 504414, 2011; purified CAL PDZ, TMR-peptide fluorescence polarization, 1 h; actives 0.02% (n = 330,000);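 active means highest replicate inhibition of at least 40%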;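 further: plate controls were DMSO neutral control wells for no effect and unlabeled competitor peptide control wells for full effect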
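Material – purified CerCALP PDZ construct · Detection – FP readout, S and P plane fluorescence · Measure – percent inhibition from loss of millipolarization · Controls – unlabelled peptide for full inhibition, DMSO wells as neutral · Probe or stimulus – TMR-labelled reporter peptide T*-PRC34 bound in PDZ groove · Times – 1 h at RT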
C-LANA FP = inhibitors of KSHV C-LANA binding to DNA, primary screen, biochemical, fluorescence polarization, FAM-LBS DNA, MBP-C-LANA, single point; Kaposi's sarcoma herpesvirus LANA C-terminal domain (residues 932-1162) DNA binding; inhibition, % at 9 µM; actives 0.078% (n = 340,000);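 active means highest replicate inhibition at or above 60% at 9 µM, even if other replicates fall short; inactive means all replicates below 60% inhibition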;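 further: 0% = neutral control wells and 100% = 4 µM acridine orange control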
SR-BI uptake up = activators of SR-BI mediated DiI-HDL uptake, primary screen, ldlA[mSR-BI] CHO cells, DiI fluorescence. 3 h; 100 = double the neutral-control signal. activation, % at 12.5 µM. actives 0.096% (n = 320,000);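 active means mean replicate activation of at least 60% and every replicate at or above 60%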;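 further: 0% = median plate neutral-control signal and 100% = twice that signal; values of inactives mirror those of a sister screen read the other way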
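Test system: SR-BI-overexpressing, LDLR-lacking CHO cells; Also added: labelled HDL, 10 µg/mL; Measured by: bottom-read cell fluorescence after medium removal, ex 550/em 595 nm; Timing: 3 h uptake period with compound, 37 °C; Buffer or medium: F12, 0.5% BSA, 25 mM HEPES; Doses: single compound concentration, delivered by pin transfer.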
DAGLB inhibitor = DAGLB lipase inhibitors, primary screen, biochemical, fluorescence, HTS; Diacylglycerol lipase-beta (Homo sapiens), Q8NCG7; HEK293T DAGLB membrane lysate, EnzChek fluorogenic substrate; inhibition, % at 5.17 µM; actives 0.059% (n = 340,000); AID 504411, 2011; in the data active means inhibition above about 34%;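 further: 0% = enzyme with vehicle and 100% = wells lacking enzyme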
Target sequence (Q8NCG7 whole entry, looked up): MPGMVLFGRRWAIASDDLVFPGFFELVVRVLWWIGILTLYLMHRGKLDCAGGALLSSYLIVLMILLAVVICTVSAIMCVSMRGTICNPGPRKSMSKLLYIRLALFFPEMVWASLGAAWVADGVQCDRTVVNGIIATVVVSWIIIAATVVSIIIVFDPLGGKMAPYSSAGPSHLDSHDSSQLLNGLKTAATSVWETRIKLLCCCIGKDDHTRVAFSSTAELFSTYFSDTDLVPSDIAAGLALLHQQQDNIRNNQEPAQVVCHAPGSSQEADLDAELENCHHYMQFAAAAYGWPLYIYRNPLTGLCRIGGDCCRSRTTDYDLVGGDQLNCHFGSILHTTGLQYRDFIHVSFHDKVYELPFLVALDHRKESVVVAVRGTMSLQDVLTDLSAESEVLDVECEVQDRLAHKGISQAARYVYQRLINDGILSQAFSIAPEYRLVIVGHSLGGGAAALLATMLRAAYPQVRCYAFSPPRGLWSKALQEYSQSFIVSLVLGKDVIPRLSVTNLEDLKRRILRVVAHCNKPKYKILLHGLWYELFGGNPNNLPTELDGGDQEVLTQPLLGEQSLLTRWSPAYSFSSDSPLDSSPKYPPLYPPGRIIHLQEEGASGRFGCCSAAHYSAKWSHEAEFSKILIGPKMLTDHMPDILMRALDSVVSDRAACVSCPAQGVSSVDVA
RTF Ca sens inh = cardiac RTF calcium sensitivity inhibitors, primary screen, biochemical, IANBD-TnC fluorescence, EC70 calcium; Troponin I, cardiac muscle (Homo sapiens) + Troponin T, cardiac muscle (Homo sapiens) + …; IANBD-labeled cardiac RTF, Ca2+ fluorescence; inhibition, % at 7.15 µM; actives 0.12% (n = 340,000);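 active means inhibition above the mean inhibition of all tested compounds plus 3 SD, cut at about 17% in these data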;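 further: assay run at fixed EC70 calcium of 1.6 mM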
RTF Ca sens act = cardiac RTF calcium sensitivity activators, primary screen, biochemical, IANBD-TnC fluorescence, EC20 calcium. activation, % at 7.2 µM. AID 493008, 2010. IANBD-labeled TnC RTF fluorescence at EC20 calcium; 0% EC20 calcium, 100% full calcium. actives 0.24% (n = 340,000);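 active means activation above the mean over all tested compounds plus 3 SD, cut at about 30% in these data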;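 further: rise in fluorescence read as greater calcium sensitivity of cardiac thin filaments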
Rtt109 HAT inh = inhibitors of C. albicans Rtt109/Vps75 HAT, primary screen, biochemical, ThioGlo CoA-SH fluorescence, plate reader; Histone acetyltransferase RTT109 (Candida albicans (strain SC5314 / ATCC MYA-2876)), …; purified Rtt109/Vps75, 4 h; inhibition, % at 34.9 µM; actives 0.16% (n = 330,000); AID 540336, 2011;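 active means inhibition of at least 50% in every replicate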
Target sequence (Q5AAJ8 whole entry, looked up): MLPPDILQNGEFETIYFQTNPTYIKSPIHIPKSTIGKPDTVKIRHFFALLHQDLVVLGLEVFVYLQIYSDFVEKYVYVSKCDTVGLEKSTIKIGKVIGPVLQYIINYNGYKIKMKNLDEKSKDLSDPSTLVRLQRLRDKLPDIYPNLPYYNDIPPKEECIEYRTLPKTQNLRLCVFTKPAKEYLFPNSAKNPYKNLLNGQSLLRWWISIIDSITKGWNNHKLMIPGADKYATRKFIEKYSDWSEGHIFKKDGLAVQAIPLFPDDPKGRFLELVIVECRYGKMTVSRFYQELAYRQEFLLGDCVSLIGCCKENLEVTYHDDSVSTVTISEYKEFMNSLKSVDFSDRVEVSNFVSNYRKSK
PKA-R2B act = activators of PKA-R2B holoenzyme, primary screen, biochemical, fluorescence polarization, Cy5-IP20, human. activation, % at 11.4 µM. PKA-R2B holoenzyme dissociation; R2B truncated from residue 108, S112A mutant; 0% DMSO only, 100% 113 µM cGMP. actives 0.079% (n = 340,000). AID 504700, 2011. cAMP-dependent protein kinase catalytic subunit beta (Homo sapiens) + cAMP-dependent …;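 active means activation above a cutoff set at the mean over all compounds plus 3 SD, cut at about 18% in these data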;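 further: higher means more holoenzyme dissociation and a rise in polarization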
CAL PDZ FP-2 = untagged CAL PDZ binding inhibitors, primary screen, biochemical, fluorescence polarization, HTS | inhibition, % at 24.9 µM | AID 602252, 2012 | purified CAL PDZ, TMR-peptide fluorescence polarization, 1 h | Golgi-associated PDZ and coiled-coil motif-containing protein (Homo sapiens), Q9HD26 | actives 0.92% (n = 300,000);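 active means mean inhibition of at least 30% with at least half of replicates also reaching 30%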;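 further: 0% = DMSO neutral control and 100% = excess unlabeled competitor peptide PRC23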
Keap1 Nrf2 FP = Keap1-Nrf2 protein-protein interaction inhibitors, primary screen, biochemical, fluorescence polarization, single point; Kelch-like ECH-associated protein 1 (Homo sapiens), Q14145; Keap1 Kelch-Nrf2 peptide fluorescence polarization, 1536-well; inhibition, % at 9.4 µM; actives 0.15% (n = 340,000); in the data active means inhibition above about 12%;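 further: human Keap1 Kelch domain with fluorescein labeled Nrf2 9mer peptide probe; 0% = neutral control wells and 100% = peptide positive control; higher means more block of Keap1 binding to Nrf2 peptide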
* hit, by the source's call; . = no result given.

SMILES | CAL PDZ FP-1 | C-LANA FP | SR-BI uptake up | DAGLB inhibitor | RTF Ca sens inh | RTF Ca sens act | Rtt109 HAT inh | PKA-R2B act | CAL PDZ FP-2 | Keap1 Nrf2 FP
CN(CC(=O)Nc1ccc(F)c(F)c1F)C(=O)c1ccc(-n2cncn2)c([N+](=O)[O-])c1 | -1.7 | -0.1 | -3 | 1 | -8 | 2 | -12 | -6 | 0 | -3
Brc1ccc(-c2nc(-c3ccncc3)no2)cc1 | -0.6 | -0.3 | 3 | -1 | -4 | -1 | . | -20 | -3 | -1
CCC(=O)Nc1nc(C)c(C(=O)N2CCCCC2)s1 | -3.4 | 0.5 | 7 | 0 | -21 | 2 | -6 | -3 | -1 | 3
O=C(CN1CCN(c2ccc(Cl)cc2)CC1)NCc1ccccc1 | -2.2 | -0.6 | -19 | -3 | -8 | -3 | . | -12 | -1 | -5
CCCCCn1c(-c2ccco2)nc2nc3ccccc3nc21 | -0.4 | 1.4 | -10 | -5 | -17 | 2 | -8 | -5 | -2 | -3
CCn1cc(C(=O)OCC(=O)OC2CC(C)CCC2C(C)C)c(=O)c2ccc(C)nc21 (stereo not drawn) | . | -1.7 | -81 | -6 | -4 | 2 | 6 | -2 | -1 | 1
CC(C)=CCN1CCN(Cc2ccc(C)s2)CC1CCO (stereo not drawn) | -0.6 | 0.4 | 14 | 0 | -8 | 4 | -2 | -2 | -6 | 1
CCN(CC)CCN1C(=O)C(=O)/C(=C(/O)c2ccc(OC)cc2)C1c1ccco1 (stereo not drawn) | -0.7 | 0.1 | 12 | 1 | -14 | 5 | -1 | -1 | 1 | 0
CCOCCCNC(=O)C(NC(=O)Cc1c[nH]c2ccccc12)c1ccccc1 (stereo not drawn) | -3.9 | 0.5 | -2 | -1 | -10 | 7 | 3 | 6 | 0 | -1
O=C(O)c1cc2n(n1)C(C(F)(F)F)CC(c1ccccc1)N2 (stereo not drawn) | -0.8 | 0.7 | 11 | 1 | 5 | 0 | -4 | 3 | -6 | -1
O=C(CN1C(=O)COc2ccccc21)NCCCN1CCN(Cc2ccccc2)CC1 | -3.6 | 0.1 | 23 | 0 | -12 | -1 | -2 | 1 | -1 | 0
Cc1ccc(S(=O)(=O)N[C@H](C(=O)NC2CCC(C)CC2)C(C)C)cc1 (stereo partly drawn) | -1.2 | 0.1 | 22 | -3 | -1 | -2 | -9 | -8 | -9 | -5
Cc1ccc(CNC(=O)[C@@H](NC(=O)C2CCN(C(=O)[C@@H](N)CC(C)C)CC2)C(C)C)cc1 | 0.8 | 0.1 | 19 | -5 | 2 | 3 | 6 | -1 | 2 | -2
COc1ccc(NC(=O)C2(c3ccccc3)CCCC2)cc1 | -0.8 | 0.1 | 9 | -2 | -3 | 3 | . | 14 | -3 | -7
Cc1ccc(NC(=O)C2CCCO2)c(Br)c1 (stereo not drawn) | 0.1 | -0.7 | 9 | -2 | -2 | -1 | 4 | -11 | . | 1
Cc1ccc(CNC(=O)/C=C/c2ccccc2Cl)cc1 | -1.4 | -1.5 | 15 | -15 | -7 | -3 | 16 | -8 | -3 | 0
CN(C)C(=O)c1ccc(N=Nc2c(O)c3ccccc3[nH]c2=O)cc1 | 2.9 | 1.1 | 11 | 1 | 7 | 5 | -4 | -2 | . | 2
O=C(c1ccc(Sc2cccc(Cl)c2)c([N+](=O)[O-])c1)N1CCN(c2ccccn2)CC1 | -2.2 | -0.4 | -6 | -2 | -8 | -6 | -11 | -2 | -5 | -2
COc1ccc(N(CC(=O)NCc2ccccc2C)S(=O)(=O)c2ccc(C)cc2)cc1OC | -0.9 | 1.6 | 17 | -2 | 0 | -6 | 7 | -3 | . | 0
CCc1ccc(CN2CCC(n3nccc3NC(=O)c3ccccc3Cl)CC2)cc1 | 1.2 | -0.5 | -3 | 0 | -3 | 1 | 15 | -4 | -3 | 4
Cc1c(Cl)c([N+](=O)[O-])nn1CCCC(=O)O | -2.5 | -0.5 | -5 | -2 | 5 | 2 | 2 | -4 | -5 | -1
O=C(N1CCCC1)C12CCC3CC(CC(C3)C1)C2 | . | 3.4 | -5 | -3 | -10 | -11 | 2 | -1 | -5 | 0
CC(Sc1nnnn1C)C(=O)Nc1cc(S(=O)(=O)N2CCCCC2)ccc1Cl (stereo not drawn) | -1.0 | 0.6 | -47 | 0 | -2 | 0 | -7 | -4 | -1 | -3
C=CCNC(=S)NCCCCC1NC(=S)N(CC=C)C1=O (stereo not drawn) | -1.6 | -0.7 | 22 | 0 | 3 | -4 | . | 3 | -1 | -4
CCc1ccc(OCC(=O)OC2CCS(=O)(=O)C2)cc1 (stereo not drawn) | 8.3 | 1.5 | 30 | -1 | 13 | -3 | 8 | -6 | -3 | -5
CC(C)c1cc(C(=O)O)c2ccccc2n1 | 0.0 | -0.3 | 19 | 0 | -20 | 0 | -10 | 7 | -3 | 1
O=C(CCc1ccccc1)Nc1ccc(Cl)cn1 | 0.0 | 0.7 | 5 | -5 | -11 | -1 | 6 | -1 | -6 | 3
O=C(NCCc1csc(-c2ccccc2)n1)c1ccc(Br)o1 | -0.8 | -0.7 | -45 | 1 | -7 | 3 | -3 | 6 | -4 | -6
O=C(Nc1cccc(C(=O)N2CCOCC2)c1)c1ccc([N+](=O)[O-])cc1 | 0.0 | 1.0 | . | 0 | -5 | 0 | -3 | -7 | . | 5
Clc1ccc(C2=Nn3c(nnc3-c3n[nH]c4c3CCC4)SC2)cc1 | -9.6 | -0.2 | -24 | 2 | -4 | 12 | 1 | -17 | . | -3
O=S(=O)(c1ccccc1)c1nnn2c1nc(NC1CCN(Cc3ccccc3)CC1)c1cc(Cl)ccc12 | -2.7 | -0.4 | -9 | 1 | -1 | -3 | 3 | -2 | -3 | 1
COc1ccc(N=C2NC(=O)/C(=C\C=C\c3ccccc3)S2)cc1 | -0.5 | -0.7 | 1 | 2 | 11 | -6 | -19 | -5 | 5 | 2
COc1ccc(N(C(=O)c2cccc([N+](=O)[O-])c2)S(=O)(=O)c2ccc3c(c2)n(C)c(=O)n3C)cc1 | -2.6 | -0.6 | 47 | -2 | -3 | 1 | 0 | 3 | . | 2
COC(=O)C1=CO[C@@H](O[C@@H]2O[C@H](CO)[C@@H](O)[C@H](O)[C@H]2O)C2C1CC(O)O[C@H]2C (stereo partly drawn) | -1.1 | 2.1 | 2 | 0 | -2 | -2 | -3 | -11 | -2 | 4
NC(=O)NC(=O)COC(=O)c1ccc(OC(F)(F)F)cc1 | 0.0 | 2.1 | -4 | 0 | -2 | 7 | 2 | 2 | -1 | -5
Cn1c(=O)oc2cc(S(=O)(=O)N3CCN(c4ccccc4F)CC3)ccc21 | -2.7 | 1.5 | 14 | 2 | -11 | 5 | -7 | -5 | 1 | -4
Cc1ccc(C(=O)Nc2ccc(NC(=O)c3cccs3)cc2)c(C)c1 | -0.8 | -0.8 | . | 8 | -6 | -3 | 9 | -4 | . | 3
O=C1CCC(C(=O)N(c2ccccc2)C2(C(=O)NC3CCCCC3)CCCCC2)N1 (stereo not drawn) | -2.7 | 0.2 | -5 | 0 | 0 | 0 | 5 | -9 | -2 | -6
O=C(NC1CCCCC1)c1cc(-c2ccc(F)cc2)on1 | -2.7 | -0.9 | . | -2 | 14 | -4 | 1 | -3 | -1 | -1
CCN(CC)c1ccc(NC(=O)CCN2C(=O)c3ccccc3S2(=O)=O)c(C)c1 | -1.8 | 1.8 | -19 | 3 | 2 | -4 | -6 | -6 | -1 | 0
COc1ccc(OC)c2sc(NC(=O)CCS(=O)(=O)c3ccccc3)nc12 | -1.3 | -0.4 | -2 | -1 | 3 | -1 | -3 | 0 | -1 | -6

By substructure, those above containing a nitro group on carbon
SMILES | CAL PDZ FP-1 | C-LANA FP | SR-BI uptake up | DAGLB inhibitor | RTF Ca sens inh | RTF Ca sens act | Rtt109 HAT inh | PKA-R2B act | CAL PDZ FP-2 | Keap1 Nrf2 FP
CN(CC(=O)Nc1ccc(F)c(F)c1F)C(=O)c1ccc(-n2cncn2)c([N+](=O)[O-])c1 | -1.7 | -0.1 | -3 | 1 | -8 | 2 | -12 | -6 | 0 | -3
O=C(c1ccc(Sc2cccc(Cl)c2)c([N+](=O)[O-])c1)N1CCN(c2ccccn2)CC1 | -2.2 | -0.4 | -6 | -2 | -8 | -6 | -11 | -2 | -5 | -2
Cc1c(Cl)c([N+](=O)[O-])nn1CCCC(=O)O | -2.5 | -0.5 | -5 | -2 | 5 | 2 | 2 | -4 | -5 | -1
O=C(Nc1cccc(C(=O)N2CCOCC2)c1)c1ccc([N+](=O)[O-])cc1 | 0.0 | 1.0 | . | 0 | -5 | 0 | -3 | -7 | . | 5
COc1ccc(N(C(=O)c2cccc([N+](=O)[O-])c2)S(=O)(=O)c2ccc3c(c2)n(C)c(=O)n3C)cc1 | -2.6 | -0.6 | 47 | -2 | -3 | 1 | 0 | 3 | . | 2
